Bioassay records from PubChem BioAssay.
PDI inh = inhibitors of human PDI, primary screen, biochemical, turbidity, single point, plate reader. inhibition, % at 10 µM. PDI insulin aggregation turbidity, A650, 90 min. 350,000 tested, 0.052% active;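 active means mean inhibition across replicates of 30% or more, whatever share of single replicates reach that level; inconclusive means mean inhibition below 30% while every single replicate reaches 30%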;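 further: absorbance from insulin aggregation driven by PDI reduction with DTT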
Target sequence (P07237 whole entry, looked up): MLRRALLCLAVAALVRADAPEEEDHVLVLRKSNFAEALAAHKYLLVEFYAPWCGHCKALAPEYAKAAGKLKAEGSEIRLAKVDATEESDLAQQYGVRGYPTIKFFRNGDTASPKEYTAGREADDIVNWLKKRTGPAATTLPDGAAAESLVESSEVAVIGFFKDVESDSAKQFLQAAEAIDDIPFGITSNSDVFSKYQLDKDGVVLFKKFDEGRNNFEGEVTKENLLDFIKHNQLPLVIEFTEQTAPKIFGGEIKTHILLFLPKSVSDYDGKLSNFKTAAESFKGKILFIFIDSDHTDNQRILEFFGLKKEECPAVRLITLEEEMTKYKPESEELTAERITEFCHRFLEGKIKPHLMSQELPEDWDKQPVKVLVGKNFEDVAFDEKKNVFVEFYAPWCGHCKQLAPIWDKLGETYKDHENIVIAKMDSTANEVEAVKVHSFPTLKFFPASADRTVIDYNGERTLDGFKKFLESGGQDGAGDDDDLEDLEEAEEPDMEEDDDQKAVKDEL
CaV13 ICDI inh = Primary screen for inhibitors of IQ motif and Ca2+-dependent inactivation inhibitor domain binding in CACNA1D, Förster resonance energy transfer in living cells, … | AID 743397 | 340,000 tested, 0.098% active | HEK cells, CFP/YFP FRET ICDI-IQ, plate reader, 10 min; percent FRET-ratio fall versus neutral wells | inhibition, % at 12.3 µM;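 active means mean replicate inhibition of at least 30% and at least 1% of replicates passing that level; inconclusive means only one of the two criteria is met; inactive means neither criterion is met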;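 further: 0% = median of the neutral control wells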
MC4R antagonist = MC4R antagonists of cAMP signaling, primary screen, cell-based, TR-FRET, antagonist arm of biased-ligand search; Melanocortin receptor 4 (Homo sapiens), P32245; MC4R-expressing cells, MTII-stimulated cAMP, LANCE TR-FRET; inhibition, % at 6.5 µM; 360,000 tested, 0.48% active;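 active means inhibition above its plate's cutoff, the mean of tested wells on that plate plus 3 SD, cut at about 29% in these data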;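 further: 0% = Melanotan II alone and 100% = Melanotan II plus saturating MCL0020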
Target sequence (P32245 whole entry, looked up): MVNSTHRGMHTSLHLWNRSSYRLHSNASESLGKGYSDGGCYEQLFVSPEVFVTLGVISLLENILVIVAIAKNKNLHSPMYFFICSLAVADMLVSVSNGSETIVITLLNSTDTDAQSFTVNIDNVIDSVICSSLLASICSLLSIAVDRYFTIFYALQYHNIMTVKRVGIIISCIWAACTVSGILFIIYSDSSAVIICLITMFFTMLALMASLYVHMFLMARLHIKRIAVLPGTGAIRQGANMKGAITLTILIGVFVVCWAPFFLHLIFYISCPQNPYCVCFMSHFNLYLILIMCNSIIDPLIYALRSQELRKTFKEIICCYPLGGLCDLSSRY
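System – human MC4R-expressing U2OS cells · Also added – Melanotan II · Dosing – one concentration, 6.5 µM nominal · Timing – 30-min compound, 1-h challenge, 1-h detection, room temperature · Measured by – Eu-cAMP/anti-cAMP TR-FRET, emission 671 nm · Replicates – singlicate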
ABCB6 inh 2 = ABCB6 transporter inhibitors, primary screen, K562-ABCB6 cells, flow cytometry, MLPCN library | AID 602162, 2011 | 360,000 tested, 0.19% active | fluorescence ratio to DMSO, % at 10 µM | K562-ABCB6 porphyrin accumulation, 1 h; stronger effect = lower value | ATP-binding cassette sub-family B member 6 (Homo sapiens), Q9NP58;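 active means fluorescence ratio to DMSO below 75%, the collection mean minus 3 SD; inconclusive means too few cells collected in the well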;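 further: signal is porphyrin accumulated inside mitochondria; 100% equals median channel fluorescence of DMSO control wells; lower ratio means ABCB6 inhibition with less porphyrin fluorescence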
aDG glyco act = activators of alpha-DG glycosylation, primary screen, uHTS, Pro5-aDG cells, AlphaScreen. AID 624168, 2012. 360,000 tested, 0.22% active. activation, % at 10 µM. alpha-DG glycosylation AlphaScreen (IIH6); 0% Pro5, 100% B10-LARGE cell signal;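 active means activation of at least 8% versus controls, or a plate z-score of at least 8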;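 further: Pro5 are CHO cells carrying HIG-tagged alpha-DG that lacks glycosylation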
Glyco luc inh = increase of ERlucT glycosylation luciferase signal, primary screen, N-linked glycosylation inhibitor project, D54 ERlucT cells, luminescence, set 2; D54 ERlucT glycosylation luciferase reporter, 24 h; percent of 100 nM tunicamycin response; reporter increase, % at 12.5 µM; 360,000 tested, 0.23% active; AID 588692, 2011;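 active means mean luciferase reporter signal, scaled so untreated is 0 and the glycosylation-blocking control 100, at or above a set limit in every replicate; inconclusive means mean reaches the limit but not every replicate does; inactive means mean below the limit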;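 further: luciferase carries N-glycosylation sites so blocking glycosylation raises the light; 0% = median of neutral control wells and 100% = median of 100 nM tunicamycin wells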
MC4R ag barr = MC4R agonists recruiting beta-arrestin, primary screen, cell-based, luminescence, agonist arm of biased-ligand search; Melanocortin receptor 4 (Homo sapiens), P32245; U2OS MC4R beta-arrestin complementation; percent of melanotan II response, DMSO zero; activation, % at 8.9 µM; 360,000 tested, 0.98% active; AID 540308, 2011;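 active means activation above a per-plate cutoff, the mean activation of sample wells on that plate plus 3 SD, cut at about 8% in these data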
HTR2A ag = mouse Htr2a agonists via beta-arrestin recruitment, primary screen, cell-based, luminescence. AID 624169, 2012. CHO-K1 mHTR2A beta-arrestin complementation; percent of 30 µM serotonin response. 360,000 tested, 0.66% active. 5-hydroxytryptamine receptor 2A (Mus musculus), P35363. activation, % at 7.6 µM;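 active means activation above a run cutoff, the mean activation of all tested compounds plus 3 SD, cut at about 14% in these data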;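 further: 0% = plate median of compound wells and 100% = 30 µM serotonin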
Vif imaging = HIV Vif self-association inhibitors, primary screen, imaging, HEK293T, single point. HEK293T cells, Vif self-association by quenched fluorescence, 24 h. inhibition, % at 7.49 µM. 340,000 tested, 0.35% active; in the data active means inhibition above about 50%, passing the limit was not always enough; inconclusive means no clear call, values can overlap the other calls; inactive means below about 31%; further: some results filed as inactive read as strong as hits
Cardio protect = cardioprotection against H2O2-induced cell death, primary screen, uHTS, H9c2 cells, ATPLite luminescence; H9c2 cardiomyocytes, H2O2 injury protection, 2 h; protection from H2O2 cell death, % at 20 µM; 360,000 tested, 0.63% active;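 active means compounds giving at least 50% protection of heart cells from peroxide-induced death in the single-dose screen, raw or plate-pattern-corrected value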;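 further: 0% = DMSO wells with peroxide and 100% = DMSO wells without peroxide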
* marks the source's active call; other numbers are inactive results; ? = inconclusive; / = not tested or not shown.

Every second line gives: HTR2A ag	MC4R ag barr	CaV13 ICDI inh	aDG glyco act	MC4R antagonist	ABCB6 inh 2	Glyco luc inh	Vif imaging	Cardio protect	PDI inh
1: CC(C(=O)Nc1nccs1)N1C(=O)c2ccccc2S1(=O)=O (stereo unspecified)
    -2.2	-2.2	-6.8	0.5	-5.8	98.0	-0.1	9.0	3.8	-11.8
2: CC(C)(C)c1cc(-n2ccnc2)n2ncc(-c3ccc(Cl)cc3)c2n1
    0.9	-0.1	-17.0	1.6	28.0	99.0	-2.4	4.4	1.6	-6.2
3: Cc1ccc(S(=O)(=O)N(C)C[C@@H]2OCCCC[C@@H](C)Oc3ccc(NS(=O)(=O)c4c(C)noc4C)cc3C(=O)N([C@H](C)CO)C[C@@H]2C)cc1
    4.9	1.0	-6.5	0.1	34.3*	97.0	-2.5	0.5	0.9	3.3
4: COC(=O)c1ccc(C)c(NC(=O)Cn2cnc3ccccc3c2=O)c1
    -2.3	-0.2	-4.1	0.0	10.9	100.0	3.1	12.3	0.7	0.5
5: CCOC1CS(=O)(=O)CC1OCC (stereo unspecified)
    5.8	0.9	-4.7	0.0	-1.4	103.0	0.4	/	10.5	1.6
6: CN1CCc2nc(SCC(=O)Nc3cccc(F)c3)c(C#N)c(-c3cccs3)c2C1
    -2.3	-1.1	-5.1	-0.1	11.6	198.0	6.0	/	14.4	-6.7
7: O=C(COC(=O)CCNS(=O)(=O)c1ccccc1F)Nc1nnc(-c2ccccc2)o1
    -2.0	-1.6	-6.1	-0.1	-2.6	94.0	0.8	2.5	6.7	-7.0
8: Cc1nnc(SCC(=O)N2CCCC(C(=O)c3ccc(Cl)cc3)C2)o1 (stereo unspecified)
    -1.3	-2.7	-4.9	0.0	10.9	94.0	-2.8	14.2	-1.7	-0.1
9: FC(F)(F)c1ccccc1Nc1nccs1
    -3.9	-0.3	0.0	-0.1	19.3	91.0	1.7	-10.7	-1.5	1.8
10: CCCCOc1cccc(C(=O)Nc2ccc(S(=O)(=O)Nc3cc(C)on3)cc2)c1
    0.2	-1.4	-6.9	0.0	4.9	106.0	1.1	-5.4	-8.3	-0.1
11: CCOC(=O)N1CCN(c2ncc(C(F)(F)F)cc2Cl)CC1
    -1.2	0.8	-6.7	0.0	-6.3	99.0	-0.5	-0.8	2.8	-11.6
12: O=C(NNC(=O)C1CCN(S(=O)(=O)c2ccc(Cl)cc2)CC1)c1ccc(S(=O)(=O)N2CCCCC2)cc1
    5.3	3.5	-17.6	0.1	0.0	98.0	-2.5	3.7	-8.4	2.9
13: OCC(O)C1OC(c2ccccc2)OC(CO)C1O (stereo unspecified)
    0.3	0.4	/	4.2	4.7	101.0	0.0	23.0	4.0	/
14: Cc1cccc(CS(=O)(=O)Cc2ccc(C(=O)NC3CCCCCC3)o2)c1
    0.2	-1.8	-5.8	0.3	4.1	103.0	-3.2	5.1	-7.3	7.1
15: COC(C[C@@H]1O[C@H]1C(=O)[C@@H](C)OCc1ccccc1)OC
    -2.6	-1.0	-6.2	0.2	5.2	100.0	8.4	/	4.8	-3.3
16: O=C(Nc1ccc2c(c1)oc1ccccc12)c1cccnc1
    -1.3	1.2	/	1.1	20.8	95.0	0.2	-12.8	-5.8	5.8
17: CC(NC(=S)Nc1ccc(F)cc1)c1ccccc1 (stereo unspecified)
    6.5	0.2	0.6	0.3	5.8	100.0	-3.1	-7.5	0.3	6.9
18: CCOC(=O)C1=CCC(c2ccc(F)cc2)N(S(=O)(=O)c2ccc(C)cc2)C1 (stereo unspecified)
    -5.2	/	-7.0	0.1	/	94.0	0.4	24.4	-1.8	/
19: CCOc1nc(Nc2ccc(Cl)cc2)nc(OCC)n1
    -0.9	1.4	0.7	0.1	-6.4	98.0	-0.9	-4.1	-8.7	2.3
20: O=C(CCN1CCCCO1)N1CCCC(Nc2cccc(F)c2)C1 (stereo unspecified)
    -0.7	-4.2	-6.3	-0.1	3.6	95.0	1.9	5.9	10.9	-4.8
21: O=C1C2ON(c3ccccc3)C(c3ccncc3)C2C(=O)N1c1ccc(N2CCOCC2)cc1 (stereo unspecified)
    9.0	3.0	-6.4	0.3	3.0	102.0	1.6	/	7.2	-3.5
22: S=c1[nH]nc(-c2ccccc2)n1Cc1ccccc1
    3.4	0.3	-4.6	0.1	9.1	98.0	-1.6	25.2	-2.3	0.4
23: COC(=O)C1=C(CS(=O)(=O)c2ccccc2)NC(=O)NC1c1ccccc1 (stereo unspecified)
    -0.5	-1.8	-1.6	-0.2	-0.3	101.0	1.2	-6.9	6.2	-5.8
24: c1ccc(NC2=NCCN2CCCC2CCCCC2)cc1
    10.2	-1.6	-11.7	0.2	3.6	97.0	-2.0	0.2	-5.2	0.7
25: COc1ccc(C2C3=C(CCCC3=O)Nc3n[nH]c(C)c32)cc1OC (stereo unspecified)
    3.7	-2.0	-15.8	-0.1	3.9	95.0	0.2	-3.3	7.3	5.6
26: CC(Oc1ccc(Cl)cc1Cl)c1nc(-c2ccc(NC(=O)c3ccco3)cc2)no1 (stereo unspecified)
    -0.3	0.9	-5.9	2.8	4.9	100.0	-3.2	-11.3	-18.6	4.0
27: CCCNC(=O)c1c(N)n(-c2cccc(OC)c2)c2nc3ccccc3nc12
    -3.2	1.2	-3.5	0.9	22.2	104.0	-0.7	-4.9	54.6*	-2.5
28: CC1=NCCN1S(=O)(=O)c1cc(Cl)ccc1Cl
    4.1	2.6	-4.8	0.3	-6.7	102.0	-0.1	2.5	10.7	4.9
29: CC1SCC(=O)N(CC(=O)NC2CCCCC2)C1=O (stereo unspecified)
    -3.8	0.8	-0.8	0.4	-6.1	98.0	1.3	9.5	1.2	2.1
30: COc1ccc(-c2cc(C(=O)Nc3c(C)n(C)n(-c4ccccc4)c3=O)c3ccccc3n2)cc1OC
    7.2	-0.2	-2.6	-0.1	-0.4	95.0	-0.7	-9.9	33.4	-4.0
31: COc1ccc2oc(C(=O)Nc3ccccn3)c(C)c2c1
    -0.5	-4.2	/	0.3	-12.9	99.0	-16.1	-2.0	-19.2	-14.5
32: O=C(Cc1nn[nH]n1)Nc1ccc(F)cc1F
    3.5	0.1	-19.6	-0.2	2.5	102.0	2.0	-2.4	-6.0	2.7
33: Cc1[nH]c2ccccc2c1C(c1ccncc1)N1CCCCC1 (stereo unspecified)
    -0.6	-0.5	-1.9	0.1	-4.5	97.0	-2.0	-3.6	14.3	-0.9
34: Cc1c(C(=O)NCc2cccnc2)oc2ccc(S(=O)(=O)N3CCCCC3)cc12
    -2.9	0.1	-3.3	0.7	11.9	93.0	-3.0	-26.4	-7.1	8.1
35: CCOC(=O)c1nnn(-c2nc(OC)nc(N3CCCC3)n2)c1-c1ccccc1
    0.4	-2.5	-4.8	0.1	1.5	99.0	-1.5	19.0	10.8	9.8
36: CC1CCN(c2nncc3ccccc23)CC1
    2.6	-1.4	/	0.3	10.0	93.0	-2.0	-2.5	-6.0	-9.3
37: O=C(C1CCCN(S(=O)(=O)c2cnc[nH]2)C1)N1CCN(c2ccc(Cl)cc2)CC1 (stereo unspecified)
    0.5	-0.1	-6.2	0.0	5.6	98.0	-0.6	-9.7	-0.1	-28.7
38: COc1ccc(NCCNc2ccc(OC)cc2)cc1
    5.2	0.4	-3.6	0.0	2.3	89.0	4.1	1.4	-5.9	3.0
39: OC[C@H]1O[C@@H](Oc2ccc(O)cc2)[C@H](O)[C@@H](O)[C@@H]1O
    -1.7	0.3	-4.2	-0.2	14.7	102.0	12.0	-5.7	3.3	-3.7
40: CC(C)C[C@H](NC(=O)c1nc[nH]c1C(=O)N1CCC(C)CC1)C(=O)OCc1ccccc1
    -5.9	0.7	-4.7	0.0	7.1	99.0	-1.5	-4.1	-3.3	-2.1
41: CCOc1c(C(N)=O)c(-c2ccccc2)c2c(=O)[nH]c3ccccc3n12
    -11.6	0.7	/	-0.4	-45.6	105.0	0.6	31.7*	-4.4	-1.2
42: Cn1c(C(=O)NCc2ccccn2)cc2c(=O)n3ccccc3nc21
    -0.6	-0.7	/	0.0	5.9	102.0	-3.1	-3.0	-1.4	-1.7
43: C=CC[C@@H](CC(=O)N(CCO)Cc1ccccc1)C(=O)N[C@H](COC(=O)[C@@H](CC=C)Cc1ccc(F)cc1)Cc1ccccc1
    -0.4	1.9	-5.0	1.0	13.5	96.0	-7.4	-1.6	2.2	4.2
44: CCOc1ccc(OCCSc2nc(N)cc(=O)[nH]2)cc1
    3.5	0.2	-3.8	0.0	26.2	95.0	-2.9	?	-10.1	11.4
45: C=CCN(c1ccccc1OC)S(=O)(=O)c1cccc(C(=O)NC2=NCCS2)c1
    -2.6	-1.0	-4.9	0.0	11.0	96.0	-1.9	-13.5	5.6	2.9
46: COc1ccc(S(=O)(=O)Nc2cccc(NC(C)=O)c2)cc1
    -2.8	2.0	-3.8	-0.4	-2.1	99.0	-0.1	7.8	5.4	6.6
47: Cc1ccc(S(=O)(=O)NC(=O)c2cccc(C)c2)cc1
    6.3	-3.0	-6.0	0.1	9.8	101.0	2.4	-9.8	0.7	0.3
48: Cn1ncc([N+](=O)[O-])c1C(=O)Nc1ccc2c(c1)OCCO2
    3.0	-0.8	-3.0	1.3	4.0	94.0	-2.3	3.7	-5.6	6.8
49: CCOc1ccc(NC(=O)CCCCCN2C(=O)[C@@H]3Cc4ccccc4CN3C2=O)cc1
    1.1	-2.9	-2.1	0.1	-1.4	101.0	-0.2	-5.1	0.4	2.5
50: CCOCCCNC(=O)C1CCN(S(=O)(=O)N(CC(C)C)CC(C)C)CC1
    0.7	-0.3	/	0.2	4.0	106.0	-1.0	-2.1	0.8	16.2
51: Cc1cc(=O)cc(C)n1-c1ccccc1N
    -5.8	2.7	-4.4	0.2	13.1	94.0	3.9	-3.9	2.5	7.8
52: Cn1nccc1NC(=O)Nc1ccc(OC(F)(F)F)cc1
    -1.8	0.8	-20.1	0.0	1.1	95.0	1.4	-2.9	-9.7	-9.6
